# hgDAF-12 ag: agonists of H. glycines DAF-12 nuclear receptor. HEK293 GAL4-hgDAF12 UAS-luciferase reporter, agonist luminescence; normalized to butyrate control. activation, % at 6.8 µM. hit rate 1.8% among 370,000;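 active = activation above a cutoff set at the mean of all screened compounds plus 3 SD, cut at about 10% in these data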;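 note: 0% = DMSO wells and 100% = sodium butyrate wells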
# PLC-beta3 inh: blocks human PLC-beta3 enzyme activity; Q01970; hit rate 0.18% among 370,000; inhibition, % at 12.2 µM; Purified PLC-beta3, fluorogenic substrate, fluorescence; in the data active = inhibition above about 11%;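 note: 0% = median of compound wells on plate and 100% = full blocker control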
# Target sequence (Q01970 whole entry, looked up): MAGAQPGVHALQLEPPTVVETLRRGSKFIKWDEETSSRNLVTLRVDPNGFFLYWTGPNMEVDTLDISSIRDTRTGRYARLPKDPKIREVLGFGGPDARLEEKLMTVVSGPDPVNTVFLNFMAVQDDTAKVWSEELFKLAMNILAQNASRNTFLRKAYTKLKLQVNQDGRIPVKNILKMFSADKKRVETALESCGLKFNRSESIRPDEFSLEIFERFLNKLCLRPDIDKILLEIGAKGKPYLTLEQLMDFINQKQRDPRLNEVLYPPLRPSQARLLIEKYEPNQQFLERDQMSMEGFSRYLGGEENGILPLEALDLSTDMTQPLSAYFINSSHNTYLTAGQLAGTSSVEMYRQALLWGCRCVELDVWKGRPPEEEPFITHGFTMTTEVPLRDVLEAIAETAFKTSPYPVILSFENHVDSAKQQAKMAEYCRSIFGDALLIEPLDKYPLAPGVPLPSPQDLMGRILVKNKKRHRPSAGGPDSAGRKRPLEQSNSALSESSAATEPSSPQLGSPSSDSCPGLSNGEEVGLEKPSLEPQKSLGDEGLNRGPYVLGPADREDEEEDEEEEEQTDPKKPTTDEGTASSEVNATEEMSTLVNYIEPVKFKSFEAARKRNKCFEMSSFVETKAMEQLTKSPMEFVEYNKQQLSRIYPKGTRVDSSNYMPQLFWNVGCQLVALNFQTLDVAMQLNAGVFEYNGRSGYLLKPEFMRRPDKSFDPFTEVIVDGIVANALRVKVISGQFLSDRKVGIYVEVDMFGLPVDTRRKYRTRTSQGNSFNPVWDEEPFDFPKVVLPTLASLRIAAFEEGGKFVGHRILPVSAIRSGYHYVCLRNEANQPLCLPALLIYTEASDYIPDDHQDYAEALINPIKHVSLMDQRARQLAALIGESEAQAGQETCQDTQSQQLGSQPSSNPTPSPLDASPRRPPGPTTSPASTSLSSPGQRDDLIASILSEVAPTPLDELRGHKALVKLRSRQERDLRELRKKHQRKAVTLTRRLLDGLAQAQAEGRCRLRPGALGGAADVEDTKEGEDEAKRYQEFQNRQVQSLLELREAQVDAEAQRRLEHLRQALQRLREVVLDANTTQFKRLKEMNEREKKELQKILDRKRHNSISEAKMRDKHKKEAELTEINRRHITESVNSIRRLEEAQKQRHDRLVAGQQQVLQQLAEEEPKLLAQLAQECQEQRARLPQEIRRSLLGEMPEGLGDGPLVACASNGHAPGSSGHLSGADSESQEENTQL
# ADAM17 inh: ADAM17 inhibition, QFRET primary screen. P78536. recombinant ADAM17, EDANS/DABCYL FRET peptide cleavage. inhibition, % at 6.95 µM. hit rate 0.83% among 370,000. AID 720648;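 active = inhibition above the mean of compounds lying between control limits plus 3 SD, set per campaign, cut at about 8.5% in these data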;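 note: 0% = DMSO-only wells as the low control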
# ssDAF-12 act: S. stercoralis DAF-12 activation, primary screen. HEK293 ssDAF-12/GRIP1 lit1-tk-luc reporter, luminescence; % of 3 µM dafachronic acid response. activation, % at 6.8 µM. hit rate 1% among 370,000. AID 652126;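 active = activation above the mean over all tested compounds plus 3 SD, cut at about 0.9% in these data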;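 note: 0% = DMSO-only wells and 100% = 3 µM delta7-dafachronic acid wells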
# DAX1 inh-1: inhibitors of DAX1 repression of SF-1 activated StAR promoter; HEK293T StAR-luciferase reporter, SF-1/DAX-1 repression relief; AID 652010; inhibition, % at 6.8 µM; hit rate 1.1% among 370,000;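 active = inhibition above the mean over all tested compounds plus 3 SD, cut at about 3.6% in these data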;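 note: 0% = DAX-1 cells with DMSO and 100% = cells lacking DAX-1 with DMSO; higher inhibition means more luminescence from relief of DAX-1 repression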
# PLC-gamma1 inh: blocks human PLC-gamma1 enzyme activity; P19174; purified PLC-gamma1, fluorogenic substrate, fluorescence; inhibition, % at 12.2 µM; hit rate 0.84% among 370,000; AID 720700; in the data active = inhibition above about 9.5%
# HGIII-sPLA2 inh: Blocks human group III sPLA2 activity; Q9NZ20; QFRET BODIPY PC-A2 liposome hydrolysis, fluorescence; inhibition, % at 12.2 µM; hit rate 0.56% among 370,000;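 active = inhibition above mean plus 3 SD of compounds lying within the high and low control bounds, cut at about 19% in these data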;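 note: 0% = median of test compound wells and 100% = no enzyme DMSO wells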
# ADAM10 inh: inhibitors of human ADAM10. hit rate 0.62% among 370,000. AID 720582. recombinant ADAM10, EDANS/DABCYL FRET peptide cleavage, 3 h. inhibition, % at 7 µM. O14672;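 active = inhibition above a per-campaign cutoff equal to the mean of compounds falling between control-based bounds plus 3 SD, cut at about 20% in these data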;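 note: 0% = DMSO wells while the 100% control is not disclosed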
# DAX1 inh-2: NR0B1 (DAX1) inhibition | P51843 | HEK293 Gal4-DAX1 luciferase reporter, luminescence | inhibition, % at 6.75 µM | hit rate 0.99% among 340,000 | AID 504766;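 active = inhibition above the mean over all tested compounds plus 3 SD, cut at about 4.2% in these data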;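 note: 0% = DAX1-transfected cells with DMSO and 100% = empty-vector control cells with DMSO; inhibition shows as a rise in luminescence from relieved DAX1 repression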
# GAA850 FXN act: frataxin GAA850 promoter activation | AID 540364 | HEK293 lucGAA850 FXN promoter luciferase reporter, 24 h; percent of 10 µM SAHA response | activation, % at 6 µM | hit rate 0.56% among 360,000;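 active = activation above the average of all compounds screened plus 3 SD, cutoff fixed separately per campaign, cut at about 7.5% in these data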;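 note: 0% = DMSO wells and 100% = 10 µM SAHA wells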
# hcDAF12 agonist: activates DAF-12 receptor from parasite H. contortus; HEK293 hcDAF-12 lit1-tk-luc reporter, luminescence; 0% DMSO, 100% Δ7-dafachronic acid; hit rate 1.4% among 370,000; AID 652067; activation, % at 6.8 µM;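 active = activation above the mean of all tested compounds plus 3 SD, cut at about 5.5% in these data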;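 note: 100% = response to 3 µM Δ7-dafachronic acid high control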
# * = called active by the depositor; i = inactive; . = no result given.
SMILES,hgDAF-12 ag,PLC-beta3 inh,ADAM17 inh,ssDAF-12 act,DAX1 inh-1,PLC-gamma1 inh,HGIII-sPLA2 inh,ADAM10 inh,DAX1 inh-2,GAA850 FXN act,hcDAF12 agonist
Cc1ccsc1C(=O)N1CCCC(CO)(Cc2ccccc2)C1 (centres undefined),1.2,-3,-1,-0.9,0.7,2,5,-10,0.1,0.5,0.3
Cc1cc(N2CCN(C)CC2)nc2ccc(NC(=O)CCC(=O)NCCCOC(C)C)cc12,0.8,-29,-96,-1.2,0.4,-11,-2,-273,0.6,0.9,-1.1
O=C1Nc2ccccc2O/C1=C\c1ccccc1,2.3,-356,-38,-0.4,-0.1,-280,-3,-81,0.5,2.6,2.8
C=C(C)CSc1nnc(-c2cccc(S(=O)(=O)N(C)C)c2)n1-c1cc(OC)ccc1OC,-1.3,2,-3,-0.8,-0.9,0,-4,-1,0.0,-1.6,0.7
CCN(C(=O)c1cnc(NC(C)C)cc1C(F)(F)F)c1ccc(Cl)cc1,-1.4,-28,-27,-1.8,0.0,-11,-2,-67,-1.4,-2.8,-1.9
O=C(CSc1nnc(-c2ccccc2F)n1-c1ccccc1)c1ccc2ccccc2c1,3.3,-9,-5,-0.8,0.2,-7,2,-30,.,.,-1.4
COCCCN1C(=O)C(=O)/C(=C(/O)c2ccc(S(=O)(=O)N3CCOCC3)cc2)C1c1cccc(Cl)c1 (centres undefined),0.0,-6,-1,-1.6,1.1,0,-21,1,1.2,1.1,0.6
CC(C)C(C)NC(=O)COC(=O)c1cccc(C(=O)OCC(=O)NC(C)C(C)C)n1 (centres undefined),0.9,0,-5,-0.8,0.2,3,5,-1,2.4,1.3,-1.0
COc1ccc2c(CC(=O)OCC(=O)Nc3cccc(S(N)(=O)=O)c3)coc2c1,0.0,-10,-7,-1.4,0.5,-4,-11,-8,0.7,0.4,-1.2
CCOc1ccc(N(CC(=O)Nc2cccc(F)c2)S(=O)(=O)c2c(C)noc2C)cc1,-2.0,3,0,-1.1,-0.8,0,-4,1,-0.6,-2.2,-2.3
CC(C)NC(=O)CSc1nc(-c2cccs2)cc(-c2ccccc2)c1C#N,1.3,-25,-11,-0.8,0.2,-23,-4,-44,-0.7,-0.6,-0.5
Cc1cc(CNCc2c(C(=O)N(C)Cc3ccccc3)nc3ccccn23)nn1C,-0.8,-7,-4,-1.1,0.0,-6,-4,-2,-1.5,0.4,1.5
CN1CCN(c2cc(C(F)(F)F)nc3ccc(F)cc23)CC1,0.2,-15,-5,-1.6,0.0,-6,11,9,4.0,2.4,-2.4
COc1ccc(NC(=O)CCS(=O)(=O)c2cccc3nonc23)cc1Cl,-2.2,3,1,-1.2,-0.1,-1,-3,5,-0.5,0.4,-2.8
Cc1ccccc1C(=O)N1CCC(C(=O)Nc2ccccn2)CC1,-1.0,-8,-6,-1.3,0.2,-1,8,-5,-0.9,1.6,-0.7
O=C(Nc1ccc2c(c1)CCC2)c1ccc(Br)s1,19*,-3,6,1.1*,11*,2,-1,14,0.1,2.8,9.5*
O=c1oc2ccc3ccccc3c2cc1-c1nnc(-c2ccccc2)o1,5.3,-91,-114,-1.0,0.7,-80,7,-340,0.5,5.2,0.7
CCOC(=O)C1(C)CCCCN1C(=O)c1ccco1 (centres undefined),0.6,3,0,-1.1,-0.2,3,5,2,.,-0.5,-0.5
N#Cc1ccc(-c2ccc3c(c2)OCO3)nc1SCC(=O)OCc1ccccc1,-1.4,i,-79,-0.7,1.2,-450,-2,-284,0.6,0.7,-0.7
COc1cccc(N2CC(C(=O)Nc3nnc(SCC(=O)Nc4ccc(NC(C)=O)cc4)s3)CC2=O)c1 (centres undefined),0.2,-10,0,-0.7,-1.3,0,-14,-4,0.9,1.9,-0.6
O=P(C(=S)Nc1ccccc1Cl)(c1ccccc1)c1ccccc1,0.0,8,1,-0.8,-1.5,3,7,-5,0.1,-0.2,-0.8
CC(=O)NCCN=C(C)c1sc2ccccc2c1O,6.1,-4,-1,0.7,0.7,-7,-3,-8,0.1,5.9,0.6
CCN(CC)C1CCN(Cc2cn[nH]c2-c2ccc(OC)c(F)c2)C1 (centres undefined),4.6,-1,0,-1.5,-0.2,0,-1,2,.,2.4,-0.2
COc1ccc(-c2c(C)n([O-])c(C)c(C)[n+]2=O)cc1OC,-1.4,0,-6,-1.0,-0.1,-2,4,-1,-0.5,-0.2,-0.1
CC1=NN(c2ccccc2)C(=O)C1/C=C1/NC(=S)NC1=O (centres undefined),-2.1,-8,-2,-0.3,0.8,-5,7,4,.,1.1,1.0
CCOC(=O)c1cccc(NC(=O)C2CCCN(c3nnc(N4CCCC4=O)s3)C2)c1 (centres undefined),1.9,0,1,-1.3,-1.0,1,-9,-4,-1.1,2.3,-0.3
O=C(c1sc2cc(F)ccc2c1Cl)N1CCN(c2cccc(Cl)c2)CC1,1.3,-2,-2,-1.8,0.2,0,0,6,-0.7,-0.8,-0.4
COc1ccc(OC)c(S(=O)(=O)NCC(c2cccs2)N2CCc3ccccc3C2)c1 (centres undefined),2.5,3,5,-1.3,0.6,1,-15,15,0.3,1.0,-0.6
COc1ccc(CN2CCN(Cc3ccco3)CC2)cc1OC,-2.1,-13,-3,-1.2,-0.2,-5,1,-17,-1.1,-0.2,-0.7
O=C(CCCN1C(=O)c2ccccc2C1=O)NCCCn1ccnc1,-2.4,-108,-23,-0.9,0.0,-83,-4,-75,0.3,1.7,0.8
COc1ccccc1C(c1c(N)n(C)c(=O)n(C)c1=O)C(C)[N+](=O)[O-] (centres undefined),1.9,-18,-5,-0.8,-0.4,0,-1,-7,.,0.7,-2.1
O=C(NCCc1nc2ccccc2[nH]1)/C(=C/c1ccco1)NC(=O)c1ccc(Br)o1,1.7,-1,-2,-1.2,-0.7,-1,0,-6,-0.5,1.0,-1.6
O=C(CCC1CCCN(Cc2cccc3c2OCO3)C1)NCc1ccc(F)c(F)c1 (centres undefined),-2.4,-3,-1,-1.2,-0.1,-2,-1,-3,0.2,-3.5,-0.9
O=C(NCC(c1ccco1)N1CCc2ccccc2C1)C(=O)Nc1ccccc1 (centres undefined),1.2,0,-1,-0.6,1.4,-2,-4,-2,0.1,1.2,-0.5
O=C(CCc1nc2ccccc2s1)OCC(=O)c1ccccc1,4.1,-3,-1,-1.8,0.2,-4,-13,2,-1.6,4.0,-0.3
Cc1ccccc1C(=O)NCC(=O)N1CCN(c2ccccn2)CC1,5.1,-2,-11,-0.9,-0.9,2,10,-40,-0.2,3.0,-1.4
O=C(Nc1nnc(C(F)(F)F)s1)c1cccnc1,5.5,-3,-3,0.0,1.7,-7,1,-6,1.2,0.7,5.6*
COc1cc(C(=O)NCC(c2ccccc2)N(C)C)ccc1OCc1c(C)noc1C (centres undefined),0.8,-9,-1,-0.5,0.5,-1,10,-22,1.0,-2.1,-0.2
COc1ccc(NC(=O)Cn2nnc(C(=O)NCc3ccco3)c2N)c(OC)c1,2.7,0,-7,-0.9,-0.5,-2,6,-2,-0.2,-2.7,-1.0
Cc1c(C)c([N+](=O)[O-])c(C)c(C)c1N,-1.7,7,1,-0.5,0.5,5,11,-2,0.2,2.3,0.1
NCc1ccc(OCCCN2CCC(C(O)(C3=CCCC3)c3ccccc3)CC2)cc1 (centres undefined),-1.6,0,-6,0.1,1.1,1,-3,-15,.,.,-0.2
O=C(N/N=C/c1ccccn1)c1sc2ccccc2c1Cl,1.2,-17,-1,-1.1,-0.7,-8,9,-9,-0.3,13*,0.0
COc1cccc(CNS(=O)(=O)/C=C/c2ccc(OC)c(OC)c2)c1,2.7,-2,-1,-1.9,-0.7,6,-5,6,-1.7,2.5,-0.8
CC(=O)c1cccc(NC(=O)C2=CC(c3ccc4c(c3)OCO4)=NS(=O)(=O)N2C)c1,-0.6,-25,6,-1.3,2.6,-13,-4,12,-0.1,1.4,-2.4
Cc1ccc(N2C(=O)c3cccc4c([N+](=O)[O-])ccc(c34)C2=O)c2cccnc12,-0.4,-49,6,-1.7,0.3,-14,8,7,0.4,-3.9,1.5
CCCc1nc2ccc(NC(=O)NCCC(=O)OCC)cc2c(=O)n1Cc1ccc(Cl)cc1,0.1,2,-1,-0.9,0.1,1,-4,-5,0.7,2.4,-0.1
CC(Oc1cccc(Cl)c1)C(=O)NC1CC(C)(C)NC(C)(C)C1 (centres undefined),3.8,-2,-1,-0.6,1.1,2,-2,-11,1.1,1.6,-0.3
CSc1ccc(/C=N/N2CCN(Cc3ccc(Cl)cc3)CC2)cc1,0.4,-7,-6,-2.0,-1.4,0,6,-10,-0.6,1.4,0.7
S=C(Nc1ccc(Cl)cc1)N1CCOCC1,0.2,2,-2,-0.4,0.0,1,4,6,-0.3,1.4,-2.8
CCOC(=O)C1CCN(c2nc3ccccc3nc2C(C#N)C(=O)OCCOC)CC1 (centres undefined),0.6,-13,-3,-0.9,-0.2,-4,-1,-4,1.1,1.8,0.1
CC1CCCCC12NC(=O)N(CC(=O)OCc1cccc(F)c1)C2=O (centres undefined),0.2,-4,0,-0.4,-0.2,0,3,-3,0.7,-1.6,-0.5
Cc1c(C(C)c2ccccc2O)c2ccccc2n1C (centres undefined),3.8,-25,2,-0.7,-0.8,-18,3,-3,.,.,2.9
Cn1cc(S(=O)(=O)N2CCCC2)cc1C(=O)NCc1ccc(Cl)cc1,-0.3,1,-4,-1.4,-0.5,1,-6,0,-0.5,-0.5,-0.2
COC(=O)c1ccc(COc2ccccc2/C=C/C(=O)c2ccc(OCC(=O)O)cc2)cc1,0.1,-26,-8,-0.5,-0.2,-13,-18,-22,0.3,-0.2,4.5
CCOC(=O)C(NC(C)=O)(Nc1cccc(F)c1)C(F)(F)F (centres undefined),-0.9,0,5,-1.4,0.8,8,5,2,0.3,1.8,0.4
O=c1oc2c(-c3cccc(F)c3)cc(O)cc2s1,0.1,-33,-4,-1.0,-0.2,-32,-17,-3,-1.2,6.4,-0.6
Cc1ccn2cc(-c3cc4ccccc4oc3=O)nc2c1,24*,-65,-2,1.7*,12*,-41,-5,-6,0.4,0.1,11*
COc1cccc(-c2oc3c(c2-c2ccc(OC)nc2)C(O)CCC3)c1 (centres undefined),3.9,-75,-17,-1.2,1.8,-56,-8,-69,.,.,-1.2
